# Hck-Nef inh: inhibitors of Nef-activated human Hck kinase, primary screen, biochemical, Z-Lyte FRET, 384-well, Hck-YEEI; inhibition, % at 20 µM; Tyrosine-protein kinase HCK (Homo sapiens), P08631; hit rate 0.68% among 220,000; Recombinant Hck-YEEI plus Nef, Z-Lyte FRET kinase assay;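 active means Hck-Nef kinase inhibition above about 50%, limit read from the data; inactive means inhibition below that limit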;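 further: 0% = DMSO with Hck plus Nef and 100% = Hck alone without Nef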
# NPY-Y1 PAM-ag: NPY-Y1 receptor potentiators or agonists, primary screen, cell-based; Neuropeptide Y receptor type 1 (Homo sapiens), P25929; NPY-Y1 expressing cells, potentiator/agonist activation; activation, % at 3.6 µM; hit rate 0.37% among 220,000; AID 1304, 2008; in the data active means activation above about 33%, passing the limit was not always enough;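 further: cells stimulated with NPY at EC10 then isoproterenol at EC100; 0% = low agonist plus stimulus and 100% = saturating agonist plus stimulus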
# Target sequence (P25929 whole entry, looked up): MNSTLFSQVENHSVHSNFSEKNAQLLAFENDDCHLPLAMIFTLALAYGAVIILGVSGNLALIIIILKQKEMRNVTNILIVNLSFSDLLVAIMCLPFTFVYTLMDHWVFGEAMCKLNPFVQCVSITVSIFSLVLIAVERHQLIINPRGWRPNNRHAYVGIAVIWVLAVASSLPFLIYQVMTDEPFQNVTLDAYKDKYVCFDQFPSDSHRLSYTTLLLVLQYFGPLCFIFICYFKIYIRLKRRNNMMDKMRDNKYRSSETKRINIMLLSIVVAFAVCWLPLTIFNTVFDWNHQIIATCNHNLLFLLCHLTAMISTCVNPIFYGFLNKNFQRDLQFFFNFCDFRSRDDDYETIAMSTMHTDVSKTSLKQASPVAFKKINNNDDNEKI
# p97 ATPase inh: inhibitors of human p97 ATPase, primary screen, biochemical | hit rate 0.42% among 220,000 | inhibition, % at 8 µM | recombinant p97 ATPase, Kinase-Glo ATP luminescence, 3 h | Transitional endoplasmic reticulum ATPase (Homo sapiens), P55072; in the data active means inhibition above about 15%;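 further: 0% = DMSO vehicle and 100% = wells lacking enzyme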
# MDM2 E3 inh: MDM2-luciferase reporter signal enhancers, primary screen, MDM2 E3 ligase inhibitor project, cell-based, luminescence, 1536-well | E3 ubiquitin-protein ligase Mdm2 (Homo sapiens), Q00987 | cell-based MDM2 ubiquitination luciferase reporter, 2 h; 0 = plate control, 100 = twice control, blank-subtracted | signal enhancement, % at 5 µM | hit rate 0.11% among 210,000 | AID 1230, 2008;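 active means signal enhancement of 30% or more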;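 further: luminescence tracks abundance of the self-degrading MDM2-luciferase fusion protein; higher signal means inhibition of MDM2 E3 ligase activity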
# Target sequence (Q00987 whole entry, looked up, the tested form may be a part): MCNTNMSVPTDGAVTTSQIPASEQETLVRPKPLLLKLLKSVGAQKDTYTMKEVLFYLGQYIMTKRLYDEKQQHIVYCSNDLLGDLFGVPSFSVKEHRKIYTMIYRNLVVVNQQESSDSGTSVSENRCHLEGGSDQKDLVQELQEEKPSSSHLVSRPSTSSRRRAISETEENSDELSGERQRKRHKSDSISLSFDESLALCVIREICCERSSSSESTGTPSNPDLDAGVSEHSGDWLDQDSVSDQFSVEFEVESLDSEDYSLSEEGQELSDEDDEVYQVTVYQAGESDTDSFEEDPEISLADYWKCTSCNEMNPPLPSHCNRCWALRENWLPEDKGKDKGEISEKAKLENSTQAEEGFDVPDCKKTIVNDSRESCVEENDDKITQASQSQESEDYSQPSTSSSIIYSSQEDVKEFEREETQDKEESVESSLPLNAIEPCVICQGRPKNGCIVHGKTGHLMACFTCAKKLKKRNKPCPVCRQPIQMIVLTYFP
#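 Test system: mammalian cells stably expressing self-ubiquitinating, self-degrading MDM2 E3–luciferase fusion; Amount: 2000 cells in each well; Medium: DMEM; Schedule: 4 h settle plus 2 h compound, 37 °C; Technique: SteadyLite luciferase luminescence after 15 min room-temperature reagent incubation; Benchmarks: plate control and blank wells.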
# NPY Y1 blocker: NPY-Y1 receptor antagonists, primary screen, cell-based; Neuropeptide Y receptor type 1 (Homo sapiens), P25929; HEK293-CNG Y1 cells, membrane potential fluorescence; NPY at EC95, then isoproterenol; inhibition, % at 3.6 µM; hit rate 1% among 200,000; AID 1040, 2008;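 active means inhibition above the campaign mean inhibition of all tested compounds plus 3 SD, cut at about 20% in these data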;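 further: 0% = DMSO wells given NPY plus isoproterenol and 100% = isoproterenol alone without NPY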
#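 Assay system: HEK293 Y1/CNG channel cell line; Doses: single compound dose of 3.6 µM, 0.4% DMSO; Timing: dye 3 h, compound 60 min room temperature, stimulation 45 min; Technique: Membrane-potential fluorescent dye readout; Measure: % inhibition of NPY effect.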
# RBBP9 inhibitor: human RBBP9 inhibitors, primary screen, biochemical, fluorescence polarization, FP-Rh probe, HTS; recombinant RBBP9; hit rate 0.2% among 220,000; Serine hydrolase RBBP9 (Homo sapiens), O75884; AID 1515, 2009; inhibition, % at 7.94 µM;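 active means inhibition above the campaign mean of all tested compounds plus 3 SD, cut at about 14% in these data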;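 further: plate controls were DMSO wells with RBBP9 for no effect and wells lacking RBBP9 protein for full effect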
# Target sequence (O75884 whole entry, looked up): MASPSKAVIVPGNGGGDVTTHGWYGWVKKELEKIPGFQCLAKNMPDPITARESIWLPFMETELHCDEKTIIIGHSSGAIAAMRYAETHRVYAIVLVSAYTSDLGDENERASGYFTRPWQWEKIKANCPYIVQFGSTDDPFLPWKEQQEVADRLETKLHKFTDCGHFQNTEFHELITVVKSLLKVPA
#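 Measured by: FP readout at 525/598 nm; material: recombinant human RBBP9; also added: Serine-hydrolase probe FP-Rh, 375 nM pre-mixing; medium: Tris buffer pH 8.0, NaCl, Pluronic; replication: one well per compound; doses: one concentration, 7.94 µM nominal, 0.794% DMSO; timing: preincubation 30 min plus labeling 45 min at 25 °C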
# NPY2 pot ag: NPY-Y2 potentiators or agonists, primary screen, cell-based; cells expressing NPY-Y2, potentiator/agonist read-out; hit rate 0.45% among 220,000; Neuropeptide Y receptor type 2 (Homo sapiens), P49146; activation, % at 3.6 µM; AID 1359, 2008; in the data active means activation above about 27%;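 further: cells stimulated with NPY near EC25 plus isoproterenol at EC100; 0% = vehicle plus submaximal agonist and 100% = vehicle plus saturating agonist; some results beyond the cut were filed as inactive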
# Runt-CBFb FRET: inhibitors of RUNX1 Runt–CBFb binding, primary screen, biochemical, FRET, Cerulean-Runt, Venus-CBFb, uHTS | inhibition, % at 20 µM | hit rate 0.46% among 220,000 | Cerulean-Runt/Venus-CBFb FRET ratio 530/480, 1 h | AID 1496, 2009;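 active means inhibition over about 50% at 20 µM in the single-dose screen, limit read from the data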;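 further: 0% = DMSO wells and 100% = excess unlabeled CBFb competitor control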
#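 Buffer or medium: Tris pH 7.5 buffer with BSA. Assay system: Cerulean-labeled Runt domain protein. Amount: each fluorescent fusion protein 100 nM. Read-out basis: loss of energy transfer signal. Incubation: 1 h compound exposure, room temperature. Probe or stimulus: Venus-CBFb binding partner, 100 nM. Detection: FRET, excitation 422 nm, emission at 530 and 480 nm.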
# Runt-SMMHC FRET: inhibitors of RUNX1 Runt–CBFb-SMMHC binding, primary screen, biochemical, FRET, Cerulean-Runt, Venus-CBFb-SMMHC, uHTS. Runt-related transcription factor 1 (Homo sapiens) + Core-binding factor subunit beta …. Cerulean-Runt/Venus-CBFb-SMMHC FRET ratio 530/480, 1 h. inhibition, % at 20 µM. hit rate 0.74% among 220,000;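 active means mean inhibition across duplicate retests at 20 µM reaching about 50%, limit read from the data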;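 further: 0% = DMSO wells and 100% = wells with excess untagged CBFb-SMMHC; inhibitors lower the FRET ratio by blocking Runt binding to CBFb-SMMHC; some results filed as inactive read as strong as hits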
# * hit, by the source's call; . = no result given.
SMILES,Hck-Nef inh,NPY-Y1 PAM-ag,p97 ATPase inh,MDM2 E3 inh,NPY Y1 blocker,RBBP9 inhibitor,NPY2 pot ag,Runt-CBFb FRET,Runt-SMMHC FRET
CCOC(=O)C1=C(CSc2nnnn2C)N(C)C(=O)NC1c1ccccc1 (stereo unspecified),-1,-15,-2,-10,1,-11,-9,-1,1
CC(C)(C)S(=O)(=O)/C(C#N)=N/Nc1ccc(Cl)cc1,22,14,1,4,-2,-10,19,-2,-1
CN1C(=S)SC(C)(C)C1(C)NO (stereo unspecified),1,14,-3,5,0,1,8,1,-4
O=C(CNc1ccccc1OC(F)F)N1CCc2ccccc21,17,12,-7,-6,6,-7,-3,1,-1
O=C(Nn1c(Cc2cccs2)nc2ccccc2c1=O)c1cccs1,-2,-2,5,-22,-1,-7,4,-2,1
CCOC(=O)C1C(=O)NC(c2ccccc2)=NC1c1ccc(C(C)C)cc1 (stereo unspecified),1,-21,0,-2,-1,-2,-1,-2,0
Cc1oc(-c2cccs2)nc1CN1CC[C@@](O)(c2ccccc2)[C@H]2CCCC[C@@H]21,-6,-12,-3,-7,2,-10,-27,-1,0
CC1=CC(C)[C@H](/C=N/n2c(=O)[nH]c3c([nH]c4ccc(Br)cc43)c2=O)C(C)C1 (stereo partly specified),61*,0,4,4,-1,-10,6,.,4
COc1ccc(NC(=O)CCc2ccccc2)cc1NC(=O)c1ccco1,0,-13,-4,-6,-12,0,-11,0,0
O=C(CC1SC(=O)N(c2ccccc2)C1=O)Nc1ccc(Br)cc1 (stereo unspecified),25,4,4,-7,.,-6,-27,13,3
Cn1ncc(C#N)c1NC(=O)C1CC(c2ccc(Cl)cc2)=NO1 (stereo unspecified),0,4,3,.,0,-7,9,-3,0
C/C(=N\Nc1cc(Cl)nc(C)n1)c1ccc(Cl)c(Cl)c1,2,-13,6,-6,-2,3,3,0,-6
CC1C(O)=C(c2nc3ccccc3[nH]2)C(=N)N1c1ccccc1 (stereo unspecified),0,-36,-8,-2,1,0,2,1,5
COC(=O)c1[nH]c2cc(OC)ccc2c1NC(=O)CN1CCC(C(N)=O)(N2CCCCC2)CC1,4,-16,2,-8,0,-2,12,-2,3
O=C(Oc1cc(=O)n2ccccc2n1)c1ccccc1,8,10,4,-19,-2,-5,9,-3,6
O=C1OCc2ccc(NC(=O)C3CCCCC3)cc21,1,18,2,-11,4,-1,0,2,-3
Cc1ccc(CCc2nnc(SCC(=O)Nc3ccccc3Cl)n2-c2ccccc2)o1,1,-12,-4,-14,10,-11,1,1,1
CC(C)NC(=O)C1CC=CCC1C(=O)O (stereo unspecified),4,8,5,.,-2,2,-2,0,2
Cc1ccc(S(=O)(=O)NCC(=O)N(CC(=O)NCC2CCCO2)Cc2ccco2)cc1 (stereo unspecified),11,-9,-2,-11,-1,3,-13,.,.
Cc1cc(N2C(=O)C3CC=CCC3C2=O)no1 (stereo unspecified),1,-16,0,0,7,-9,-6,0,2
COc1ccc(CN(C(=O)c2ccc(-c3ccccc3)[nH]2)C(C(=O)NCC2CCCO2)c2ccc(C)o2)cc1 (stereo unspecified),2,10,-5,-14,-6,-5,15,-5,-1
C=CCc1cccc([C@@H]2[C@@H](C)CC[C@H]3C(=O)N4[C@@H](c5cc(OC)c(OC)c(OC)c5)c5[nH]c6ccccc6c5C[C@H]4C(=O)N23)c1,-5,-16,9,.,-1,-18,0,2,8
Cc1cc(Cl)cc(Br)c1OCCCNCC(C)O (stereo unspecified),-8,-22,-4,-8,7,-1,4,-1,-5
CCOC(=O)Cc1nnc(NC(=O)C(CC)Sc2nc(C)cc(C)n2)s1 (stereo unspecified),8,0,7,-4,-2,-9,0,0,-2
Cc1ccc(-c2csc(N/N=C/C=C/c3ccccc3)n2)cc1,0,2,8,-8,-1,-8,-3,-2,-5
CCCOc1ccc(N2C(=O)CC(NCc3ccc(S(N)(=O)=O)cc3)C2=O)cc1 (stereo unspecified),17,-4,1,2,2,-6,6,1,2
COc1ccccc1N1CCN(/N=C/c2cc([N+](=O)[O-])ccc2Cl)CC1,21,3,8,-4,11,-4,-11,0,1
COc1ccc(-n2nc(C(=O)NCC(=O)N3CCN(Cc4ccc5c(c4)OCO5)CC3)c3ccccc3c2=O)cc1OC,-92,-4,6,8,4,-4,1,-2,1
O=C(COC(=O)C1=COCCO1)Nc1cc(S(=O)(=O)N2CCCCC2)ccc1Cl,14,13,1,-14,4,4,10,0,4
O=C(CCCOc1ccc(Cl)cc1Cl)Nc1ccccc1C(=O)O,-1,6,5,-20,.,-2,-36,1,4

# 2 of these compounds, set out differently:
CC1C(O)=C(c2nc3ccccc3[nH]2)C(=N)N1c1ccccc1 (stereo unspecified)
- Hck-Nef inh: 0
- NPY-Y1 PAM-ag: -36
- p97 ATPase inh: -8
- MDM2 E3 inh: -2
- NPY Y1 blocker: 1
- RBBP9 inhibitor: 0
- NPY2 pot ag: 2
- Runt-CBFb FRET: 1
- Runt-SMMHC FRET: 5
COC(=O)c1[nH]c2cc(OC)ccc2c1NC(=O)CN1CCC(C(N)=O)(N2CCCCC2)CC1
- Hck-Nef inh: 4
- NPY-Y1 PAM-ag: -16
- p97 ATPase inh: 2
- MDM2 E3 inh: -8
- NPY Y1 blocker: 0
- RBBP9 inhibitor: -2
- NPY2 pot ag: 12
- Runt-CBFb FRET: -2
- Runt-SMMHC FRET: 3

# (further entries)
SMILES,Hck-Nef inh,NPY-Y1 PAM-ag,p97 ATPase inh,MDM2 E3 inh,NPY Y1 blocker,RBBP9 inhibitor,NPY2 pot ag,Runt-CBFb FRET,Runt-SMMHC FRET
COc1ccc(NC(=O)CC2C(=O)N(c3cccc(OC)c3)C(=O)N2C(C)C)cc1 (stereo unspecified),21,9,3,6,2,0,16,2,5
NS(=O)(=O)c1ccc(NC(=O)CSc2ncccn2)cc1,15,2,7,-6,.,-6,1,0,-4
O=C1Cn2c(nc3ccccc32)N1c1cccc(C(F)(F)F)c1,1,-13,0,-6,0,5,14,-1,1
O=S(=O)(NCC1COc2ccccc2O1)c1ccc2ccccc2c1 (stereo unspecified),2,-25,1,-7,12,-8,-11,0,3
Cc1cc(C)c(NC(=O)Cn2c(=O)n(-c3ccc(CC(=O)NCC4CCCO4)cc3)c(=O)c3ccccc32)c(C)c1 (stereo unspecified),21,-11,3,26,7,3,-1,1,-5
O=C1CCCCCN1CP(=O)(O)CCc1ccccc1,-1,-24,1,3,5,-1,-1,2,-5
O=c1c2ccccc2n2c(-c3cccc(Cl)c3)nnc2n1Cc1ccccc1,2,-19,3,-6,-4,-1,6,0,-3
CCc1nnc(NC(=O)C2=NN(C3CCS(=O)(=O)C3)C(=O)CC2)s1 (stereo unspecified),21,-1,8,-4,1,1,8,1,2
Cc1cc(NC(=O)CN2CCN(c3ccccc3O)CC2)no1,0,-18,0,3,-2,-2,-6,0,0
Cc1cccc(OCC(=O)NNc2c3ccccc3nc3ccccc23)c1,1,6,6,-14,-8,1,13,10,15
COc1cccc(OC)c1C(=O)N1CCN(S(=O)(=O)c2ccc(C)cc2)CC1,0,-30,0,0,4,-1,8,2,-1
CCn1cnc2c1c(=O)n(CC(=O)NCc1ccccc1)c(=O)n2Cc1ccccc1,25,-26,2,-6,5,-4,-15,-2,-3
COCCN1Cc2cccc(C(=O)NCC3CCN(CC(C)C)C3)c2C1=O (stereo unspecified),24,-5,-2,-7,2,2,-13,-4,0
CCC12OC(=N)C(C#N)(C1C)C(C#N)(C#N)C(c1ccccc1)O2 (stereo unspecified),2,-3,-1,.,2,-6,0,58*,88*
OC(CCCN1CCCCC1)(c1ccccc1)c1ccccc1,1,-14,1,.,8,-9,2,1,3
Cn1cccc1C(=S)N1CCOCC1,-1,-7,-3,-3,1,-9,-1,7,0
COCCNC(=S)Nc1cc(OC)c(NC(=O)c2ccco2)cc1OC,21,8,6,-4,6,-6,-1,5,0
Cc1oc(-c2ccc(C(F)(F)F)cc2)nc1CN(Cc1ccccn1)C[C@@H]1CCC(=O)N1,4,14,1,1,3,3,6,0,0
Cc1c(NC(=O)CSc2ncnc3ccccc23)c(=O)n(-c2ccccc2)n1C,18,10,5,-21,0,-2,5,0,2
OCc1cn(-c2ccccc2)nn1,14,8,-2,-3,-1,-9,-8,0,1
CCN(CC(=O)NC1CCS(=O)(=O)C1)Cc1nc2c(Br)cc(Br)cc2c(=O)[nH]1 (stereo unspecified),28,9,1,-11,-1,-5,3,-4,-2
Cc1ccc2cc(C#N)c(N3CCCN(S(=O)(=O)c4ccccc4)CC3)nc2c1C,18,-7,1,.,1,-9,-9,.,.
Cc1ccnc2nc(C(=O)Nc3nnc(-c4ccc(Cl)cc4)o3)nn12,1,18,4,-4,4,2,1,-2,-3
CCN(C(=O)COC(=O)c1cc(-c2ccccc2)nc2c1c(C)nn2-c1ccc(C)cc1)C1CCS(=O)(=O)C1 (stereo unspecified),3,15,8,-19,1,-7,2,-16,-67
O=C(Nc1nc(-c2ccccc2)cs1)C1CCCO1 (stereo unspecified),6,6,3,-3,-4,-8,3,-1,0
CCC(=O)N1CCC(C(N)=O)(N2CCCCC2)CC1,21,-3,5,16,2,3,-10,-1,-1
CCOc1c(Cl)cc(CNc2ccc(N3CCCC3)cc2)cc1OC,8,22,2,-15,-4,5,9,4,-4
CCOC(=O)C1C(=O)CC(C)(O)C(C(=O)OCC)C1c1ccc(Br)cc1 (stereo unspecified),3,12,-2,11,7,-7,-7,-1,-6
